Bioassay records (PubChem)
MOR-DOR inv ag: inverse agonists of human mu-delta opioid receptor heterodimerization; P35372+P41143; cell-based MOR-DOR heterodimer luminescence, inverse agonism; inhibition, % at 9.3 µM; 340,000 compounds, 0.21% hits; in the data active means inhibition above about 22%, passing the limit was not always enough;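 further: 0% = cells with DMSO and 100% = wells without cells with DMSO; values of inactives mirror those of a sister screen read the other way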
Ecoli viability: reduces bacterial viability in AddAB counter-screen; E. coli V3065 growth, OD600 absorbance, 18 h; inhibition, % at 11.9 µM; 330,000 compounds, 0.27% hits; AID 449728;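 active means inhibition above the campaign's mean inhibition across all tested compounds plus 3 SD, cut at about 9.9% in these data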;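 further: uninfected addAB+ strain grown without phage in ampicillin broth; 0% = DMSO wells and 100% = ciprofloxacin 0.95 µg/ml wells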
Tat transport: inhibitors of E. coli Tat protein transport. inhibition, % at 10 µM. 340,000 compounds, 0.036% hits. E. coli MC4100 TorA-mCherry Tat export, fluorescence;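 active means mean replicate inhibition at least 50% and at least half of replicates individually reaching 50%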;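 further: exported cargo escapes ClpAP degradation while cytoplasmic cargo is degraded and loses fluorescence; 0% = median of neutral control wells and 100% = median of NaSCN control wells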
OPRM1-OPRD1 ag: OPRM1-OPRD1 heterodimerization agonism; AID 504326; 340,000 compounds, 0.3% hits; P35372+P41143; activation, % at 9.3 µM; cells, luminescence; in the data active means activation above about 18%;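 further: 0% = vehicle-treated cells and 100% = reference agonist; values of inactives mirror those of a sister screen read the other way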
HTR5A inv ag: counter-screen for OPRM1-OPRD1 inverse agonists: human HTR5A inverse agonism; HTR5A cell line, luminescence; 340,000 compounds, 0.083% hits; inhibition, % at 9.3 µM; in the data active means inhibition mostly above about 23%, no sharp cut-off; inactive means mostly below about 18%;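 further: 0% = cells with DMSO and 100% = no-cell wells with DMSO; some compounds called inactive have numbers as strong as hits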
Target sequence (P47898 whole entry, looked up): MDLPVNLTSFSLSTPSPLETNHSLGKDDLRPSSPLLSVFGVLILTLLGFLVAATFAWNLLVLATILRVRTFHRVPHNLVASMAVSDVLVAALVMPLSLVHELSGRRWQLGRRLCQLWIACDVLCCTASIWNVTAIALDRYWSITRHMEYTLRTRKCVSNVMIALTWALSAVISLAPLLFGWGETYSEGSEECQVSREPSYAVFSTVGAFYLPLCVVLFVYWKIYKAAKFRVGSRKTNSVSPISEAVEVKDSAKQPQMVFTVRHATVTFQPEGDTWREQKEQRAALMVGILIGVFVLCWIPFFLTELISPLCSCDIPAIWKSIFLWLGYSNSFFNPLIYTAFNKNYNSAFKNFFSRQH
Mot1-301 SUMO: inhibitors of SUMOylation pathway: yeast Mot1-301 growth rescue; S. cerevisiae Mot1-301 growth rescue, ATP luminescence, 38.5C; percent above DMSO median, 100 means doubled; growth rescue, % at 18.8 µM; 320,000 compounds, 1% hits; AID 2716;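 active means every valid replicate shows activation above 250% relative to neutral control wells; inactive means the rest, any valid replicate at or below 250%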;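 further: OY570 slx delta 5 strain wells were the positive control but not used for scaling; some compounds called inactive have numbers as strong as hits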
PfHsp90 set2: reduces growth (ATP signal) of yeast expressing P. falciparum Hsp90; S. cerevisiae expressing PfHsp90, BacTiter-Glo ATP, 48 h; yeast lacking PDR1 and PDR3 efflux regulators; inhibition, % at 9.4 µM; 310,000 compounds, 0.32% hits;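 active means every replicate shows inhibition above about 80%, whatever the replicate mean, limit read from the data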;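 further: 0% = DMSO neutral controls and 100% = 20 µM radicicol positive controls; yeast relying on Plasmodium falciparum Hsp90 in place of its own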
PKA-R1A activ: activates the PKA-R1A holoenzyme complex; activation, % at 11.4 µM; 340,000 compounds, 0.083% hits; PKA-R1A dissociation, Cy5-IP20 fluorescence polarization; scaled: DMSO 0%, 113 µM cGMP 100%; P00514+P68181;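 active means percent activation above the mean of all tested compounds plus 3 SD, cut at about 19% in these data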;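 further: higher means more PKAc released from R1A so a rise in polarization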
AddAB inh: less growth of phage-infected E. coli with AddAB | E. coli expressing H. pylori AddAB, absorbance growth | 330,000 compounds, 0.29% hits | inhibition, % at 11.9 µM; in the data active means inhibition above about 12%;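 further: 0% = vehicle wells of infected cells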
phage Ecoli inh: E. coli growth loss with phage present. growth absorbance. inhibition, % at 11.9 µM. 360,000 compounds, 0.26% hits; in the data active means inhibition above about 11%
PKA-R2B act: activators of human PKA-R2B complex. P22694+P31323. PKA-R2B holoenzyme dissociation, Cy5-IP20 fluorescence polarization; R2B truncated from residue 108, S112A mutant; 0% DMSO only, 100% 113 µM cGMP. activation, % at 11.4 µM. 340,000 compounds, 0.079% hits. AID 504700;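 active means activation above a cutoff set at the mean over all compounds plus 3 SD, cut at about 18% in these data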;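 further: higher means more holoenzyme dissociation and a rise in polarization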
Target sequence (P31323 whole entry, looked up, other chains not shown, the tested form may be a part): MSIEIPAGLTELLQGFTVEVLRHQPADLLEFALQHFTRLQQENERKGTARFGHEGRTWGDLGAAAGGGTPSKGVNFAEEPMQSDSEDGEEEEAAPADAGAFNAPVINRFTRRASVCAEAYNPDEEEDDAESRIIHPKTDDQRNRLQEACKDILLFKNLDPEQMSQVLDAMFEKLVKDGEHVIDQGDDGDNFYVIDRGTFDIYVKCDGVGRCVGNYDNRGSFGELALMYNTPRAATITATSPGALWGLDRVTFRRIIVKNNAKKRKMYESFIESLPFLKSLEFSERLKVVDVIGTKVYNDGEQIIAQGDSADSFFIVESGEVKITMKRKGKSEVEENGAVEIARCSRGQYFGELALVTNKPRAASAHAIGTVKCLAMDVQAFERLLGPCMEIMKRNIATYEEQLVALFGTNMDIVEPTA
* marks the source's active call; other numbers are inactive results; · = not tested or not shown.

[1] CCOC(=O)c1ccc(Nc2nc(C)cc(C)n2)cc1
[2] CC1=NN(C(N)=S)C(=O)C1N=Nc1cccc([N+](=O)[O-])c1 (stereo not drawn)
[3] COc1ccc(NC(=O)CCCCCn2nnc3ccccc3c2=O)cc1
[4] Cc1ccc(C)c(N2CCN(S(=O)(=O)c3c(C)noc3C)CC2)c1
[5] COc1ccccc1NC(=O)CSc1n[nH]c(-c2cccnc2)n1
[6] O=C(Nc1nc(-c2ccccc2)ns1)c1cccs1
[7] CC(=O)N(Cc1cc2c(C)cc(C)cc2[nH]c1=O)C1CCCCC1
[8] COc1ccc(NC(=O)CSc2nnc(Cn3cnc([N+](=O)[O-])n3)n2C)cc1

Screen / compound no.	1	2	3	4	5	6	7	8
MOR-DOR inv ag	6	11	-10	-3	4	-22	-11	-4
Ecoli viability	·	-1.0	·	1.0	1.6	2.7	-1.7	1.9
Tat transport	1	-5	-14	-5	2	-10	8	4
OPRM1-OPRD1 ag	-1.2	-2.4	1.8	0.7	-0.7	3.9	2.0	0.6
HTR5A inv ag	-5	-10	10	-6	11	-11	-44	-2
Mot1-301 SUMO	-9	134	-16	-24	178	41	-5	344*
PfHsp90 set2	-37	-14	-3	4	21	22	-12	7
PKA-R1A activ	0	-3	11	-4	-4	5	-4	-6
AddAB inh	·	2.9	·	1.8	5.2	2.8	-4.5	0.7
phage Ecoli inh	2.0	-3.0	2.0	0.8	2.3	4.9	3.3	3.1
PKA-R2B act	-3	-5	3	-2	-5	11	1	-21

The final two records of the part before come first, to join the parts:
[7] CC(=O)N(Cc1cc2c(C)cc(C)cc2[nH]c1=O)C1CCCCC1
[8] COc1ccc(NC(=O)CSc2nnc(Cn3cnc([N+](=O)[O-])n3)n2C)cc1
[9] COCCNC(=S)NC1CC2CCC(C1)N2Cc1ccccc1 (stereo not drawn)
[10] O=C(NC(=O)c1ccc(Cl)cc1)Nc1cc(N2CCCCC2)ncn1
[11] Cc1ccc(O)c(NC(=O)c2ccco2)c1
[12] CC(=O)NC(c1ccco1)c1cc(Cl)c2ccccc2c1O (stereo not drawn)
[13] O=[N+]([O-])c1ccc(-c2nnc3cccc(Cl)n23)cc1
[14] COC(=O)C(NC(=O)C(C)Oc1ccccc1)C(C)C (stereo not drawn)
[15] COC(=O)Oc1c(Br)c(=O)oc2ccccc12
[16] COc1ccccc1CNC(=O)CN(C)CC(=O)Nc1cccc(F)c1

Screen / compound no.	7	8	9	10	11	12	13	14	15	16
MOR-DOR inv ag	-11	-4	4	14	17	-23	11	20	2	11
Ecoli viability	-1.7	1.9	2.2	-1.1	1.4	-1.2	0.7	-1.1	-0.1	-0.5
Tat transport	8	4	-8	-4	4	-1	-8	1	-7	5
OPRM1-OPRD1 ag	2.0	0.6	-0.7	-2.5	-3.1	4.0	-2.4	-3.7	-0.4	-1.9
HTR5A inv ag	-44	-2	2	-13	-42	-8	5	-14	-18	-5
Mot1-301 SUMO	-5	344*	-22	-11	-4	-11	3	4	7	-4
PfHsp90 set2	-12	7	-10	-2	-6	19	-8	1	·	·
PKA-R1A activ	-4	-6	1	-6	1	0	5	-6	-15	-6
AddAB inh	-4.5	0.7	4.8	2.9	5.7	0.9	2.1	-0.7	-2.1	1.9
phage Ecoli inh	3.3	3.1	4.8	0.7	6.3	1.8	2.5	·	·	2.8
PKA-R2B act	1	-21	-6	-3	11	0	-10	-3	-28	-2

[17] COc1cccc(N2C(=NC(=O)c3ccccc3)SC3CS(=O)(=O)CC32)c1 (stereo not drawn)
[18] CC/C(=N/NC(=O)c1ccc(Br)cc1)c1ccc(OCCN2CCOCC2)cc1
[19] Nc1cccc(NC(=O)c2cccs2)c1
[20] CSc1ccc(CNCc2ccc3c(c2)OCO3)cc1
[21] Cn1c(SCC(=O)NCC2CCCO2)nc2c(c1=O)SCC2 (stereo not drawn)
[22] CCN1CCN(C(=O)c2cc3c(=O)n4ccccc4nc3s2)CC1
[23] COc1ccc(-c2cnc[nH]2)cc1
[24] CS(=O)(=O)c1ccc2nc(NC(=O)CCNC(=O)c3ccc([N+](=O)[O-])cc3)sc2c1

Screen / compound no.	17	18	19	20	21	22	23	24
MOR-DOR inv ag	15	-11	-4	0	15	9	12	-17
Ecoli viability	-1.0	3.1	-1.2	1.7	-0.2	0.8	-1.0	·
Tat transport	-9	-3	-5	0	4	2	8	-1
OPRM1-OPRD1 ag	-2.4	1.6	0.7	0.0	-2.8	-1.4	-2.6	2.7
HTR5A inv ag	-2	18	-33	-8	-6	-1	8	-59
Mot1-301 SUMO	-2	40	195	21	1	-3	-4	·
PfHsp90 set2	20	20	8	10	11	-15	-1	-17
PKA-R1A activ	10	-4	7	-3	-8	11	-8	4
AddAB inh	-0.8	-1.5	-1.4	1.5	0.2	3.6	0.1	·
phage Ecoli inh	0.5	3.4	3.0	0.5	-0.6	0.8	2.7	3.2
PKA-R2B act	2	3	3	-2	2	-7	-3	7

[25] Cc1ccc(NC2Sc3ccccc3NC2=O)cc1Cl (stereo not drawn)
[26] Cc1ccc(-n2nc3c(c2NC(=O)c2ccc4c(c2)OCO4)CSC3)c(C)c1
[27] O=C(O)c1ccccc1NSc1ccccc1[N+](=O)[O-]
[28] CCC(C)C(NC(=O)C(N)CC(C)C)C(=O)NC(CCC(=O)OCc1ccccc1)C(N)=O (stereo not drawn)
[29] COC(=O)[C@@]12CCCCN1[C@H](c1ccc(-c3ccc(C(C)=O)cc3)cc1)[C@H]1C(=O)N(C)C(=O)[C@H]12
[30] CC(C)C(NC(=O)c1ccc(Cl)cc1)C(=O)NC1=NCCS1 (stereo not drawn)
[31] O=C(OCC(=O)N1CCN(C(=O)c2ccco2)CC1)c1cc(-c2ccc(F)cc2)nc2ccccc12
[32] CN(C)C(=O)c1ccccc1Sc1ccc(Cl)cc1Cl

Screen / compound no.	25	26	27	28	29	30	31	32
MOR-DOR inv ag	-31	-30	16	7	15	15	-8	11
Ecoli viability	2.5	-1.2	1.3	-0.1	-2.6	-0.2	-2.3	0.2
Tat transport	3	-1	-2	8	1	-1	-4	10
OPRM1-OPRD1 ag	5.7	5.8	-3.2	-1.2	-3.3	-3.1	1.2	-2.6
HTR5A inv ag	-4	-16	4	6	-16	8	-39	17
Mot1-301 SUMO	81	-11	47	68	-17	-17	15	12
PfHsp90 set2	-66	2	-44	-12	11	-25	41	-23
PKA-R1A activ	-4	-10	9	-4	-5	0	-7	-7
AddAB inh	1.8	0.6	3.0	-0.6	2.1	1.3	1.3	3.3
phage Ecoli inh	2.1	1.2	3.9	0.8	3.2	3.4	-0.9	3.8
PKA-R2B act	-11	-5	9	-11	-1	-4	-12	1

[33] Cc1ccc(NC(=O)CCNC(=O)c2ccc(Br)cc2)cc1S(=O)(=O)N1CCCCCC1
[34] COc1ccccc1C1C=C(c2ccc(Cl)cc2)Nc2nc(N3C(=O)CCC3=O)nn21 (stereo not drawn)
[35] CCOC(=O)c1c(C)[nH]c(C)c1C(=O)CSc1nc(N)cc(N)n1
[36] O=S(=O)(NCCc1ccccn1)c1cc(Cl)cc(Cl)c1O
[37] COc1ccccc1OC(=O)c1ccc2nsnc2c1
[38] S=c1nc(C2CC2)n(-c2ccccc2)[nH]1
[39] Cc1nnc(NCCc2ccccc2)n(N)c1=O
[40] Cn1c(CN2CCCCC2)nc2cc(NC(=O)c3ccc(Cl)cc3)ccc21

Screen / compound no.	33	34	35	36	37	38	39	40
MOR-DOR inv ag	-1	14	0	10	2	3	14	-9
Ecoli viability	-1.8	1.4	-0.2	1.2	-0.2	-0.1	2.9	-0.2
Tat transport	14	1	-4	-10	2	-2	3	2
OPRM1-OPRD1 ag	0.2	-2.6	0.0	-2.4	-0.5	-0.6	-3.1	1.7
HTR5A inv ag	8	2	17	-7	-3	11	18	-146
Mot1-301 SUMO	-13	0	-13	18	-3	-13	6	12
PfHsp90 set2	22	·	-12	6	7	5	25	18
PKA-R1A activ	3	-11	-15	-11	-6	2	-11	-7
AddAB inh	1.9	1.2	0.9	0.6	-0.8	0.5	4.6	-2.6
phage Ecoli inh	-0.1	0.2	2.6	0.9	3.8	1.1	3.0	2.7
PKA-R2B act	-1	-1	-8	2	2	-3	0	-10

[41] Cc1ccc(N2CCN(C(=O)c3nn(C)c4c3CS(=O)(=O)c3ccccc3-4)CC2)c(C)c1
[42] COc1ccc(NC(=O)COC(=O)CCCC2=NS(=O)(=O)c3ccccc3N2)cc1Cl
[43] Cc1c(N/C=C/C(=O)c2cccs2)c(=O)n(-c2ccccc2)n1C
[44] O=C(CSc1ncnc2sc3c(c12)CCC3)Nc1ccccc1C(=O)O
[45] CCN(CC(=O)Nc1c(F)cccc1F)C(=O)c1ccc(Cl)c(S(=O)(=O)N2CCCC2)c1
[46] Cc1cc(C(=O)NCC(c2ccco2)N(C)C)ccc1[N+](=O)[O-] (stereo not drawn)
[47] COc1cccc(NC(=S)NNC(=O)c2c([N+](=O)[O-])c(C)nn2C)c1
[48] CCc1ccc(C(=O)CN2C(=O)NC3(CCCCCC3)C2=O)cc1

Screen / compound no.	41	42	43	44	45	46	47	48
MOR-DOR inv ag	7	7	13	9	8	-214	1	0
Ecoli viability	-1.6	0.2	2.7	-0.5	-0.1	-1.1	0.4	·
Tat transport	-3	-7	0	-2	3	1	-6	9
OPRM1-OPRD1 ag	-1.4	-1.3	-2.2	-1.7	-1.2	34*	-0.3	0.0
HTR5A inv ag	2	13	10	-5	-6	-5	-23	1
Mot1-301 SUMO	-10	-9	-17	10	12	-4	·	·
PfHsp90 set2	-7	15	-110	-15	-3	-14	·	4
PKA-R1A activ	-6	1	-3	-2	2	-13	-5	5
AddAB inh	3.0	1.9	0.0	-0.7	-0.7	2.9	-1.4	·
phage Ecoli inh	·	1.3	-2.0	0.0	2.0	4.9	-0.6	2.9
PKA-R2B act	-1	-4	-1	-1	4	-7	-3	-5

[49] CCOC(=O)C1(Cc2cccc(F)c2)CCN(Cc2ccon2)CC1
[50] CCn1c(=O)cc(OCC(=O)NC2CC2)c2ccccc21
[51] Cc1ccc(S(=O)(=O)NCCC(=O)NC2CCN(Cc3ccccc3)CC2)cc1
[52] CCN(CC)c1nc(N)n(CCSC(=S)N(C)C)c(=O)n1
[53] CC(=O)N1c2ccc(S(=O)(=O)N3CCCCC3)cc2CC1C (stereo not drawn)
[54] CCC(Oc1ccccc1)C(=O)Nc1nnc(S(=O)(=O)N2CCCC2)s1 (stereo not drawn)
[55] C/C(=N\NC(=O)c1ccc(Cl)cc1)c1cccnc1

Screen / compound no.	49	50	51	52	53	54	55
MOR-DOR inv ag	·	-7	6	14	17	9	12
Ecoli viability	-1.3	-1.9	-1.2	2.1	-0.2	0.2	1.2
Tat transport	-2	2	-7	1	0	-6	1
OPRM1-OPRD1 ag	·	1.4	-1.1	-2.7	-3.2	-1.7	-2.7
HTR5A inv ag	·	-5	7	2	1	-33	2
Mot1-301 SUMO	107	3	38	-16	-7	-5	714*
PfHsp90 set2	-4	1	-9	0	-1	-4	-14
PKA-R1A activ	·	-6	-1	-8	-15	0	12
AddAB inh	2.4	4.4	0.7	0.9	-0.4	-1.1	2.7
phage Ecoli inh	2.3	1.9	-0.1	2.1	1.3	1.4	0.0
PKA-R2B act	·	2	-7	-1	-6	-2	-9
